# TEAD-YAP block – TEAD-YAP interaction inhibition; AID 1259422; inhibition, % at 9.12 µM; HEK-TIYL cells, TEAD-Gal4/YAP UAS-luciferase luminescence; 640,000 compounds, 1.4% hits; in the data active = inhibition above about 32%;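 also: 0% = median of test compound wells and 100% = reference inhibitor wells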
# FBW7 act – activators of human E3 ligase FBW7 | normalized activity (activation), % at 26.1 µM | AlphaScreen FBW7–phospho-cyclin E peptide binding, activator screen | 650,000 compounds, 0.13% hits; in the data active = normalized activity above about 1.9%;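 also: purified mutant Fbw7 with reduced substrate affinity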
# MITF primary – human MITF inhibition, primary screen | O75030 | AlphaScreen MITF homodimerization, bead proximity signal | inhibition, % at 2.6 µM | 650,000 compounds, 0.91% hits; in the data active = inhibition above about 50%;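 also: 0% = vehicle wells with protein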
# Target sequence (O75030 whole entry, looked up): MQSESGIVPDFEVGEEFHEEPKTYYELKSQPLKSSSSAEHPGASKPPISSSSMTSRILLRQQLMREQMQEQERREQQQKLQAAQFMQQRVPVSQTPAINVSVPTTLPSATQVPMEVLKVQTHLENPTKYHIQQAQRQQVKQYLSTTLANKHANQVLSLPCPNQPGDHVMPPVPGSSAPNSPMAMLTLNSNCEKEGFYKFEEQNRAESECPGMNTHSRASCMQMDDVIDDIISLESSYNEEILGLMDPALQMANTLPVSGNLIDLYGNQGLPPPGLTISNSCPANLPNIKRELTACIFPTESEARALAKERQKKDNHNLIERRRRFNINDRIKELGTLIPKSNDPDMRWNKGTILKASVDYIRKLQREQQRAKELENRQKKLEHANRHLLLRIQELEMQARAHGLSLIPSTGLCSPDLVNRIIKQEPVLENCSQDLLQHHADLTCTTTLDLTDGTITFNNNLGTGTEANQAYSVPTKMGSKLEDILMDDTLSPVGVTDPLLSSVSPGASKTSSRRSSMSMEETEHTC
# GPR151 ag – human GPR151 activation. activation, % at 11.2 µM. AID 1508602. 650,000 compounds, 1% hits. Q8TDV0. PathHunter beta-arrestin GPR151 cells, luminescence; in the data active = activation above about 4.9%;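 also: 0% = median of compound wells and 100% = cells with positive control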
# Target sequence (Q8TDV0 whole entry, looked up): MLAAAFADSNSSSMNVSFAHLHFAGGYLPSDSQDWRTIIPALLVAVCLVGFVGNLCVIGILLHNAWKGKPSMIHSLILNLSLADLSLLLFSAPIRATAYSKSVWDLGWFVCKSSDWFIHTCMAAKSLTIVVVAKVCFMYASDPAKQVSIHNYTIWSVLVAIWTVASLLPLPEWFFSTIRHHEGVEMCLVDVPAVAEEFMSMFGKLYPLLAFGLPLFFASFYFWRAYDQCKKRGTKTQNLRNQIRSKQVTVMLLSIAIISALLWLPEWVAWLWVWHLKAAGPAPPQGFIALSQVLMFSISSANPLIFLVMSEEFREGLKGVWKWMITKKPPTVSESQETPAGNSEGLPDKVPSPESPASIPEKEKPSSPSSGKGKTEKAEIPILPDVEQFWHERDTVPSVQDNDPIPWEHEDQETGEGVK
# * = called active by the depositor.
SMILES,TEAD-YAP block,FBW7 act,MITF primary,GPR151 ag
CC1(C)CC(NCc2ccc(F)cc2)CCO1 (stereo not given),4,-0.1,0,0.5
COC(=O)c1cc(OC)c(OC)cc1NC(=O)c1cc(Br)ccc1Cl,13,0.0,14,0.2
Fc1ccc(Cn2nnnc2C(c2ccncc2)N2CCN3CCCC3C2)cc1 (stereo not given),0,-0.1,-1,1.0
CC(C)CC(C(=O)Oc1ccc2c3c(c(=O)oc2c1)CCC3)N1C(=O)c2ccccc2C1=O (stereo not given),-2,-0.1,7,0.5
CCOc1ccccc1CN1CCN(C2CCCCC2)CC1CCO (stereo not given),5,0.0,6,-0.2
COc1ccc(CN2CCC(C(=O)NCc3ccc(C)cc3)CC2)cc1,-1,-0.1,77*,2.5
O=C(NCCN1CCOCC1)c1cccc(I)c1,-2,0.0,11,0.8
COc1ccc2nc(-c3ccc(F)c(NC(=O)c4cccc(Cl)c4)c3)cn2n1,-5,-0.1,-20,1.2
Cc1ccc(Cl)cc1NC(=S)N(CCCN1CCOCC1)Cc1ccccn1,5,0.6,11,-1.6
CC(C)Cc1c(C#N)c(SCC(=O)c2ccc(Br)cc2)nc2c1CCCC2,-5,0.1,-1,-0.3
Fc1ccccc1NC(=S)N(Cc1cccs1)C1CCCCC1,-5,0.6,-2,-0.7
Cc1ccc(NC(=O)CSc2nnc(CNC(=O)c3c(F)cccc3Cl)o2)cc1,14,-0.2,1,1.6
COc1ccc(/C=N/NC(=O)CNc2ccc(F)cc2)cc1,3,0.1,10,0.4
O=C(Nc1cc(C(F)(F)F)ccc1Cl)c1ccc(Cl)c([N+](=O)[O-])c1,45*,-0.1,2,-0.6
Cc1ccc(-n2cc(-c3ccccc3)c3c(NCCO)ncnc32)cc1Cl,-1,0.0,3,-0.3
NC(=O)c1ccc[n+](CC(=O)OC23CC4CC(CC(C4)C2)C3)c1,3,0.4,7,-0.2
Cc1ccc(-c2csc(NC(=O)c3cc(=O)c4ccccc4o3)n2)cc1,5,0.0,-13,0.2
Cc1cccc(OCC(=O)Nc2cccc(-c3nn4c(C)nnc4s3)c2)c1,7,0.0,11,0.5
Cc1cc(C(=O)CSc2ncccn2)c(C)n1Cc1ccccc1,-14,0.0,0,1.0
c1c2c(cc3sc(N4CCCC4)nc13)OCO2,-15,0.5,12,-0.5
C=CCNc1nc(-c2ccc(S(C)(=O)=O)cc2)cs1,-39,-0.1,1,-0.3
COc1cc2c(cc1OC)C(COc1ccc([N+](=O)[O-])cc1)N(C(=O)CC(C)C)CC2 (stereo not given),-16,-0.2,7,0.3
CCOC(=O)C(Cc1c(F)cccc1F)(NC(C)=O)C(=O)OCC,-5,-0.1,-1,0.0
O=C(c1ccccc1)c1ccc(Oc2ncccn2)cc1,-26,-0.1,-4,-0.9
Cc1ccc(N2C(=O)CN(Cc3sccc3C)C2=S)cc1C,-6,-0.1,-4,0.5

# Additional results
SMILES,TEAD-YAP block,FBW7 act,MITF primary,GPR151 ag
O=C1NC(=O)N(Cc2ccc(F)cc2)C(=O)/C1=C\c1ccc([N+](=O)[O-])o1,8,-0.6,38,1.0
CCNC(=O)N1CCC(C(=O)NC(c2ccc(OC)cc2)c2ccccn2)CC1 (stereo not given),1,0.2,3,2.6
Cc1sc2nc(SCCCC(=O)NCCO)nc(N)c2c1C,-10,1.4,8,1.1
O=C(CN1C(=O)c2ccc([N+](=O)[O-])cc2C1=O)Nc1cccc(O)c1,-5,-0.1,-8,1.3
O=C(Cc1ccccc1)OCc1ccc(-c2ccc(Br)cc2)o1,-17,0.1,-11,-1.5
CCOC(=O)C1=C(C)N=c2s/c(=C/c3cc(OC)c(O)cc3Br)c(=O)n2C1c1ccc2c(c1)OCO2 (stereo not given),2,-0.1,13,0.7
Cc1ccc(N2C(=O)CC(NC3CCN(Cc4ccccc4)CC3)C2=O)cc1Cl (stereo not given),-4,0.0,11,-0.9
COc1ccc(CN2CCCC(N3CCOCC3)C2)c(OC)c1C (stereo not given),-3,0.1,-17,0.7
CCCS(=O)(=O)c1c(S(=O)(=O)CCC)c2ccccn2c1C(=O)c1ccc(C)cc1C,-7,-0.1,7,1.6
O=C(Nc1ccc(-c2nc3cc(Cl)ccc3o2)cc1)c1ccc(Cl)c([N+](=O)[O-])c1,-16,0.5,6,-0.9
N#Cc1ccc(C(=O)NC(=S)N2CCN(C=O)CC2)cc1,7,0.0,10,-1.2
Cc1ccc(NC(=O)CSc2nn3c(=O)c(C)nnc3s2)cc1Cl,6,-1.6,8,2.2
COc1ccccc1N1CCN(C2CCCN(Cc3cccc(C(C)=O)c3)C2)CC1 (stereo not given),4,-0.1,-2,0.0
Cc1ccc2cc(CN(Cc3nnnn3CC3CCCO3)C3CCCC3)c(=O)[nH]c2c1 (stereo not given),2,0.1,4,0.3
Cc1ccccc1N1CCN(C(=O)c2c(C)oc3cc4c(C(=O)N5CCN(c6ccccc6C)CC5)c(C)oc4cc23)CC1,-12,1.5,20,-1.5
Cc1cc(=O)n(C2CCS(=O)(=O)C2)[nH]1 (stereo not given),6,-1.1,12,0.1
O=S(=O)(NCC1COC2(CCCC2)O1)c1ccc(Cl)s1 (stereo not given),8,-0.1,-4,-1.8
Cc1nc2cnc(-c3cccc(N)c3)cn2c1NC(=O)c1ccccc1,2,0.0,-12,0.0
Cc1ccc(-c2csc3nnc(SCC(N)=O)n23)cc1,1,0.0,12,-0.6
COc1nc(N/N=C/c2ccc(-c3cccc([N+](=O)[O-])c3)o2)nc(N2CCOCC2)n1,-3,-0.2,5,1.5
NNc1ccc2nc3ccccc3c(=O)n2n1,2,-0.1,4,-0.7
COc1cccc(C2C(C#N)=C(N)N(N(C)C)C3=C2C(=O)CC(C)(C)C3)c1 (stereo not given),-15,0.0,-12,0.0
CCCOc1ccc(-c2nc3s/c(=C/c4cccnc4)c(=O)n3n2)cc1,6,-0.1,-21,-1.8
CC1Cc2ccccc2N1C(=O)CC1CSc2nc3c(cnn3-c3ccccc3)c(=O)n21 (stereo not given),4,0.0,-10,-1.8
Cc1cc(C)nc(NS(=O)(=O)c2ccc(NC(=O)c3ccco3)cc2)n1,-8,0.9,19,2.5

# Next part.
SMILES,TEAD-YAP block,FBW7 act,MITF primary,GPR151 ag
CCCS(=O)(=O)N1CCCc2ccc(NC(=O)CC(C)C)cc21,4,-0.2,0,1.0
CCc1ccc(Nc2ncnc3c2c(-c2ccccc2)cn3-c2ccc(F)cc2)cc1,6,-0.1,4,0.3
Cc1cc(NCCCn2ccnc2)n2nc(C)c(-c3ccc(F)cc3)c2n1,-18,-0.1,10,0.7
CC12CCC(=O)C=C1CCC1C2C(O)CC2(C)C1CCC2(O)C(=O)CO (stereo not given),-5,0.1,-9,-0.5
CCOC(=O)c1sc(NC(=O)C(CC)Sc2nnc3c(n2)[nH]c2ccccc23)nc1C (stereo not given),-10,-0.2,-3,-0.7
COc1ccc(CCn2c(SCC(=O)NC3CCCCC3)nc3ccccc3c2=O)cc1OC,-3,-0.1,7,1.9
C[C@@H]1CN(Cc2nnnn2CC(=O)N2C[C@@H]3CCC[C@H]2C3)C[C@H](C)O1,-6,-0.1,-2,0.0
O=C(CCn1c(SCC(=O)c2ccc(F)cc2)nc2cc3c(cc2c1=O)OCO3)NCc1ccc2c(c1)OCO2,-3,0.3,-2,0.0
Cc1cccc(/C(N)=N/OC(=O)c2cccc([N+](=O)[O-])c2)c1,-5,-0.3,-13,-0.7
Cc1ccc(NC(=O)COC(=O)[C@@H](NC(=O)c2ccc(Cl)cc2)C(C)C)cc1[N+](=O)[O-],7,0.0,8,-0.8
CCOC(=O)C1=C(C)N=c2s/c(=C\c3cc(Br)c(OC)c(OC)c3)c(=O)n2C1c1ccccc1 (stereo not given),1,0.1,4,0.4
NC(=O)C1CCN(C(=O)c2ccc3c(=O)n(Cc4ccco4)c(SCC(=O)NCc4ccccc4Cl)nc3c2)CC1,-9,-0.1,8,0.7
CC(C)CC(C(=O)Nc1ccc(Cl)c(C(F)(F)F)c1)N1C(=O)c2ccccc2C1=O (stereo not given),6,-0.1,0,1.3
COc1ccc2c(c1)OC(C)CN(CC(=O)NC(c1ccncc1)c1ccc(F)cc1)C2 (stereo not given),3,-0.3,1,-1.2
Cn1nccc1C(=O)NCCNC(=O)c1ccnn1C,12,-0.1,-3,1.4
CC(=O)c1ccc(NC(=O)c2cc(S(=O)(=O)N3CCOCC3)ccc2Cl)cc1,-4,0.0,0,0.1
COc1cc(OC)cc(-c2nc(-c3ccncc3)no2)c1,-8,-0.1,-8,3.5
COc1ccccc1CNC(=O)CN(C)S(=O)(=O)c1ccc2c(c1)C(C)(C)C(=O)N2C,5,-0.1,-11,0.1
O=C(Cc1ccc(F)cc1)Nc1ccc(C(=O)O)cc1,6,0.0,1,-2.7
CCOC(=O)c1c(NC(=O)c2cccnc2)sc(C)c1C,5,0.1,-4,-2.0
COc1ccc(-c2cc(C#N)c(NC(=O)c3cccs3)o2)cc1,-4,0.4,11,-1.2
CCOc1ccc2nc(Nc3nccc(C)n3)nc(C)c2c1,-23,0.3,1,9.0*
Cc1ccc2nc(-c3cccc(NC(=O)Cc4ccc(Cl)cc4)c3)oc2c1,-1,0.1,2,-0.8
C=CCN1CCN(C(CC(C)C)c2nnnn2CC2CCCO2)CC1 (stereo not given),1,0.1,0,-0.6
Cc1cc(=O)n(-c2ccc(C(=O)O)cc2)[nH]1,14,-0.9,17,0.8

# Remaining list, next part:
SMILES,TEAD-YAP block,FBW7 act,MITF primary,GPR151 ag
Cc1ccc(S(=O)(=O)N2CCC(c3nnc(-c4cccc(C)c4)o3)CC2)cc1,0,0.0,7,0.8
N#C/C(=C(/O)c1ccc(Br)s1)c1nc2ccccc2[nH]1,2,-0.1,0,3.4
O=C(CN1C(=O)C2CCCN2C(=O)c2ccccc21)Nc1ccc(F)cc1 (stereo not given),3,0.5,1,-0.8
CC1CN(C(=O)c2cccc(C(=O)N3CC(C)OC(C)C3)c2)CC(C)O1 (stereo not given),-10,0.3,-6,4.1
Cc1ccc(NC(=O)CCC(=O)OCC(=O)c2cccc([N+](=O)[O-])c2)cc1,0,-0.1,10,1.2
CC(=O)Nc1ccc(NC(=O)CN(C)CC(=O)Nc2ccccc2Br)cc1,-5,-0.1,9,0.3
NC(=O)c1ccccc1N=Cc1cccc(Cl)c1Cl,54*,0.9,4,-0.8
O=C(Cn1cnc2ccccc2c1=O)NNC(=O)c1cccc([N+](=O)[O-])c1,-7,0.0,-10,0.3
O=C(CN1CCc2ccccc2C1)NC1CC2CCC1C2 (stereo not given),1,0.1,-2,2.6
COc1ccc(NS(=O)(=O)c2cc3c(cc2C)N(C)CCO3)c(OC)c1,7,0.5,12,7.3*
COCCn1c2ccccc2n2c(=O)n(CC(=O)Nc3cccc4ncccc34)nc12,15,-0.1,2,0.3
O=C1CCC(CCNCc2ccncc2)N1CCc1cccc(Cl)c1 (stereo not given),7,-0.2,-3,-1.1
CCSc1nnc2c(n1)OC(c1cn(C(C)=O)nc1-c1ccccc1)N(C(C)=O)c1ccccc1-2 (stereo not given),-1,0.0,3,-0.1
CC(C)CCNC(=O)Cn1nc(-c2ccccc2)ccc1=O,-4,-0.2,6,1.3
CCCOc1cccc(C(=O)Nc2cc3nn(-c4ccc(C)cc4)nc3cc2C)c1,0,-0.2,-11,-1.4
Cc1ccccc1Oc1ccc(N2C(=O)C3C4CCC(C4)C3C2=O)cc1 (stereo not given),-5,-0.1,-4,-0.7
Cn1c(SCC(=O)N2CCCCC2)nnc1-c1cccnc1,3,0.0,10,-0.1
CCOc1ccc(C(=O)CCNC(Cc2cnc[nH]2)C(=O)O)cc1 (stereo not given),3,-0.3,15,-0.3
CCOc1ccc(-n2c(=S)sc3c(=O)n(-c4ccc(F)cc4)c(SC)nc32)cc1,-7,-0.5,5,-0.1
CC1CCCC(C)N1C(=O)Cn1nc(C(=O)O)c2ccccc2c1=O (stereo not given),5,0.0,-9,0.5
CCNc1ccccc1C(=O)OCC(=O)c1ccc(Br)cc1,1,0.0,15,0.0
COc1ccc2c(CNCc3ccc(C)cc3)c(C(=O)O)n(Cc3ccccc3F)c2c1,-6,0.0,-3,1.4
Cc1ccc(NC(=O)c2sc3ncn(CC(=O)N4CCCCC4)c(=O)c3c2C)cc1F,4,0.3,1,2.5

# Some of the entries above, set out differently:
# Every second line gives: TEAD-YAP block	FBW7 act	MITF primary	GPR151 ag
COCCn1c2ccccc2n2c(=O)n(CC(=O)Nc3cccc4ncccc34)nc12
 : 15	-0.1	2	0.3
O=C1CCC(CCNCc2ccncc2)N1CCc1cccc(Cl)c1 (stereo not given)
 : 7	-0.2	-3	-1.1
CCSc1nnc2c(n1)OC(c1cn(C(C)=O)nc1-c1ccccc1)N(C(C)=O)c1ccccc1-2 (stereo not given)
 : -1	0.0	3	-0.1
CC(C)CCNC(=O)Cn1nc(-c2ccccc2)ccc1=O
 : -4	-0.2	6	1.3
CCCOc1cccc(C(=O)Nc2cc3nn(-c4ccc(C)cc4)nc3cc2C)c1
 : 0	-0.2	-11	-1.4
Cc1ccccc1Oc1ccc(N2C(=O)C3C4CCC(C4)C3C2=O)cc1 (stereo not given)
 : -5	-0.1	-4	-0.7
Cn1c(SCC(=O)N2CCCCC2)nnc1-c1cccnc1
 : 3	0.0	10	-0.1
CCOc1ccc(C(=O)CCNC(Cc2cnc[nH]2)C(=O)O)cc1 (stereo not given)
 : 3	-0.3	15	-0.3
CCOc1ccc(-n2c(=S)sc3c(=O)n(-c4ccc(F)cc4)c(SC)nc32)cc1
 : -7	-0.5	5	-0.1
CC1CCCC(C)N1C(=O)Cn1nc(C(=O)O)c2ccccc2c1=O (stereo not given)
 : 5	0.0	-9	0.5
CCNc1ccccc1C(=O)OCC(=O)c1ccc(Br)cc1
 : 1	0.0	15	0.0
COc1ccc2c(CNCc3ccc(C)cc3)c(C(=O)O)n(Cc3ccccc3F)c2c1
 : -6	0.0	-3	1.4
Cc1ccc(NC(=O)c2sc3ncn(CC(=O)N4CCCCC4)c(=O)c3c2C)cc1F
 : 4	0.3	1	2.5

# No enrichment for hits; about 3.4% have a hit in one of these screens.
